PERK inhibitor: blocks human PERK kinase | Q9NZJ5 | CHO PERK-DD fusion, SEAP luminescence translation reporter | inhibition, % at 5.6 µM | actives 0.17% (n = 220,000) | AID 1416;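 active = inhibition above the mean inhibition of all tested compounds plus 3 SD, set separately per screening campaign, cut at about 2.9% in these data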;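 also: PERK kinase domain activated by AP20187 dimerizer at 100 nM; 0% = DMSO with dimerizer and 100% = rapamycin at 8.4 µM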
Target sequence (Q9NZJ5 whole entry, looked up, the tested form may be a part): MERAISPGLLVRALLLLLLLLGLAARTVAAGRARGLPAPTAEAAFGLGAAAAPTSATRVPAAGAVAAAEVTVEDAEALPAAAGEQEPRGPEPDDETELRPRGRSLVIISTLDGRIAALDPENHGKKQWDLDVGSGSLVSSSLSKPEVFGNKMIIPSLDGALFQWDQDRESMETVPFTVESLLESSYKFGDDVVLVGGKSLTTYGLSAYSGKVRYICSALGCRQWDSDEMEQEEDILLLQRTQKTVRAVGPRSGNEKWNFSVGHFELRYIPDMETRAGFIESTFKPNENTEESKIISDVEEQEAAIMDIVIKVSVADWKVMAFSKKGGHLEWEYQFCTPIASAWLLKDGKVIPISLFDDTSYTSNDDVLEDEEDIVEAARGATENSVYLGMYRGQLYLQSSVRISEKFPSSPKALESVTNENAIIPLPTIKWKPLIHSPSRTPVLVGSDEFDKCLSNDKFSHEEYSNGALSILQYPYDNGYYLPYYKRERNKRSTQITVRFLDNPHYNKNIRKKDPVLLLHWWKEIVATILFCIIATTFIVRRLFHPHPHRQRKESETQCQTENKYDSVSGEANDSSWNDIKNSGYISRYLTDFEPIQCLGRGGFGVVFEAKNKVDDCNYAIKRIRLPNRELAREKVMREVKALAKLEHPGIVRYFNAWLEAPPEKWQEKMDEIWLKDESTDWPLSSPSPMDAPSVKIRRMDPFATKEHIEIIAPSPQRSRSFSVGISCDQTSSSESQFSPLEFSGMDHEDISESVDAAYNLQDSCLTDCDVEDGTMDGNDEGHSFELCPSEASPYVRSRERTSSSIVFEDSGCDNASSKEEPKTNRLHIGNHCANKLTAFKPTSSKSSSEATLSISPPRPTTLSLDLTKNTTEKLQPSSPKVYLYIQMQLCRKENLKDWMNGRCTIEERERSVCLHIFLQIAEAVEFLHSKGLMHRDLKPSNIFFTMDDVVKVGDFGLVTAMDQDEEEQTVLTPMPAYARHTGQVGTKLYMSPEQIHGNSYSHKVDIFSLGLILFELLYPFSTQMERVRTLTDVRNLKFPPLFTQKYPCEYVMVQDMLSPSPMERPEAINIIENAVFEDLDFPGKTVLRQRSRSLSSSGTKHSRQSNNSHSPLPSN
RBBP9 inh: blocks human serine hydrolase RBBP9; actives 0.2% (n = 220,000); recombinant RBBP9, FP-Rh probe fluorescence polarization; O75884; AID 1515; inhibition, % at 7.94 µM;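 active = inhibition above the campaign mean of all tested compounds plus 3 SD, cut at about 14% in these data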;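 also: plate controls were DMSO wells with RBBP9 for no effect and wells lacking RBBP9 protein for full effect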
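Measured by – fluorescence polarization · Test system – RBBP9 protein · Input – 2.5 µM RBBP9 dispensing solution, before mixing · Measure – percent inhibition from mP, scaled between DMSO and no-protein wells · Benchmarks – DMSO-treated enzyme wells and wells lacking RBBP9 · Times – preincubation 30 min plus labeling 45 min at 25 °C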
EP2 antag: EP2 receptor (human) inhibition; P43116; C6 glioma cells expressing human EP2, cAMP TR-FRET; cells stimulated with saturating PGE2; inhibition, % at 25 µM; actives 0.52% (n = 260,000); AID 1422;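 active = percent inhibition above 40 after rounding to a whole number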;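 also: rat C6 glioma host cells with rolipram phosphodiesterase inhibitor present; the protocol text gives 20 µM as final concentration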
EP2 modulator: modulators of human EP2 prostaglandin E2 receptor; P43116; EP2-expressing cells, cAMP HTRF FRET, PGE2 co-stimulation; induction, % at 25 µM; actives 0.83% (n = 260,000); AID 940;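 active = compounds whose cAMP rise, as percent of the full-agonist control response, exceeds 60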;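 also: rat C6 glioma line stably carrying human EP2 under a CMV promoter; the protocol text gives 20 µM as final concentration; 100% = response of wells given 1 µM PGE2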
Runt-CBFb FRET: blocks binding of human RUNX1 Runt domain to CBFb | Cerulean-Runt/Venus-CBFb FRET ratio 530/480, 1 h | Q01196+Q13951 | inhibition, % at 20 µM | actives 0.46% (n = 220,000);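 active = inhibition over about 50% at 20 µM in the single-dose screen, limit read from the data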;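 also: 0% = DMSO wells and 100% = excess unlabeled CBFb competitor control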
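System: Cerulean-labeled Runt domain protein | Quantity: 100 nM of each labeled protein | Schedule: 1 h compound exposure, room temperature | Detection: Fluorescence energy transfer, 422 nm excitation, 530/480 nm emission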
Runt-SMMHC FRET: inhibitors of human RUNX1 Runt domain binding to CBFb-SMMHC; Q01196+Q13951; Cerulean-Runt/Venus-CBFb-SMMHC FRET ratio 530/480, 1 h; inhibition, % at 20 µM; actives 0.74% (n = 220,000);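 active = mean inhibition across duplicate retests at 20 µM reaching about 50%, limit read from the data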;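 also: 0% = DMSO wells and 100% = wells with excess untagged CBFb-SMMHC; inhibitors lower the FRET ratio by blocking Runt binding to CBFb-SMMHC; some results filed as inactive read as strong as hits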
L929 necroptosis: L929 zVAD cell death inhibition; L929 zVAD necroptosis rescue, ATP luminescence, 24 h; with zVAD 60 µM; viability rescue, % at 10 µM; actives 0.38% (n = 220,000);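 active = activation, scaled between plate controls, above about 75%, limit read from the data; inactive = activation under that limit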;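 also: 0% = zVAD with DMSO and 100% = DMSO alone without zVAD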
Hck-Nef inh: blocks Nef-activated human Hck kinase; inhibition, % at 20 µM; actives 0.68% (n = 220,000); P08631; Recombinant Hck-YEEI plus Nef, Z-Lyte FRET kinase assay;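 active = Hck-Nef kinase inhibition above about 50%, limit read from the data; inactive = inhibition below that limit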;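 also: 0% = DMSO with Hck plus Nef and 100% = Hck alone without Nef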
TNF necrop inh: inhibitors of TNF-alpha induced necroptosis in Jurkat FADD-/- cells; AID 463075; activation (protection from cell death), % at 10 µM; Jurkat FADD-/- TNF necroptosis rescue, ATP luminescence, 24 h; 0 = TNF only, 100 = no-TNF cells; actives 0.068% (n = 220,000);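 active = activation, meaning protection from cell death, of at least 50% relative to plate controls; inactive = activation below 50%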;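 also: necroptosis triggered by 40 ng/mL TNF-alpha added together with compound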
Numbers without * were called inactive; · = not tested or not shown; & = joins results of further samples. These rows are one share of the data; rates above refer to the full screens.

Results follow in this order: PERK inhibitor	RBBP9 inh	EP2 antag	EP2 modulator	Runt-CBFb FRET	Runt-SMMHC FRET	L929 necroptosis	Hck-Nef inh	TNF necrop inh
- Cc1ccc(C(=O)N2CCN(c3ccc(C(F)(F)F)cn3)CC2)c(C)c1
  -1.3	-1	9	-5	-3	-5	-0.8	-22	-4.4
- CC1=C(C(=O)OC(C)C)C(C)C(C(=O)OC(C)C)=C(C)N1
  -0.4	-2	8	18	-5	-4	-0.1	2	2.2
- CCOC(=O)c1cc(-c2ccc(OC)cc2)nc2c1c(C)nn2CCC(N)=S
  -0.1	-5	7	6	-8	-8	2.0	20	0.2
- C=CCn1c(SCC(=O)Nc2ccccc2-c2ccccc2)nc2cc(C(=O)O)ccc2c1=O
  0.6	-8	2	30	-1	-1	0.8	-1	0.6
- OCC(Cc1ccccc1)Nc1c2ccccc2nc2ccccc12 (stereo not given)
  1.1	1	4	-41	61*	59*	-0.5	7	2.2
- Cc1ccc(NC(=O)[C@@H]2CCCN2S(=O)(=O)c2ccccc2F)cc1
  0.8	-10	4	22	0	1	-0.2	21	-0.2
- COc1ccc(-c2[nH]ncc2/C=C(/C#N)C(=O)NC2CCCCCC2)cc1
  -1.9	-7	12	7	-2	-1	1.6	-22	-7.2
- O=C(NC1CCCCCC1)C1c2ccccc2C(=O)N1Cc1cccs1 (stereo not given)
  -0.6	-2	8	43	-2	1	0.1	2	1.0
- COc1ccc(C(=O)CSc2nnc(-c3cccs3)n2-c2ccccc2)cc1
  -0.2	-6	13	34	-6	-9	-0.9	-2	0.6
- COC(=O)C1C(O)=C(C=Nc2ccc(N)cc2)C(=O)CC1(C)C (stereo not given)
  -0.2	2	14	7	8	19	-0.6	9	-2.7
- Cc1cc(NC(=O)CSc2nc3c(cc2C#N)CCCCC3)no1
  0.3	-9	14	18	1	4	1.0	-14	0.6
- CCCCNS(=O)(=O)c1ccc2nc(-c3cccs3)cc(C(=O)NCC(OC)OC)c2c1
  -1.0	-7	8	57	-5	2	·	4	-3.3
- Cn1c(Cc2ccccc2)nnc1SCC(=O)NC1CCCCC1
  -0.1	-1	17	23	-2	2	0.1	1	-0.8
- COc1cc(NC(=S)NCCN2CCOCC2)cc(OC)c1
  0.7	3	7	11	-4	0	-0.7	-3	-0.1
- O=S(=O)(NC1CCCC1)c1ccccc1Br
  ·	·	19	4	2	2	-0.2	25	-0.3
- CC1=C(C)CC(C(=O)NNC(=O)c2ccccc2)C(C(=O)O)C1 (stereo not given)
  0.6	-5	10	31	0	0	0.6	1	-4.0
- O=C(NCc1ccccc1Cl)C1CCCN(S(=O)(=O)c2cnc[nH]2)C1 (stereo not given)
  -0.1	-10	11	5	3	1	2.1	1	-2.1
- CC(=O)N1CCN(Cc2nc3cc(Cl)ccc3c(=O)[nH]2)CC1
  0.3	-3	6	-16	0	-2	0.4	23	1.4
- Cc1cc(C)cc(NC(=O)C2CCCN2C(=O)Oc2ccccc2)c1 (stereo not given)
  -0.5	-5	5	16	1	-1	-0.6	2	1.1
- Brc1ccc(C2=CC(c3ccco3)n3nnnc3N2)cc1 (stereo not given)
  -0.7	-10	5	53	-4	-7	-0.1	16	-0.1
- O=[N+]([O-])c1ccccc1NCc1ccccc1Cl
  0.1	1	7	42	-4	-8	1.1	18	-2.5
- CN(C)/C=N/c1cc(=O)n(Cc2ccccc2)c(=O)n1C
  0.1	4	7	25	-2	3	1.4	-2	1.7
- Cc1noc(NS(=O)(=O)c2ccc(NC(=O)c3ccc(N4C(=O)c5ccccc5C4=O)cc3)cc2)c1C
  0.8	-8	7	9	-4	0	0.0	39	0.9
- Cc1[nH]c2ccccc2c1/C=N/Nc1nc2ccccc2[nH]1
  -2.9	4	16	-22	7	3	14	27	-2.8
- CCNC(=O)/C=C1\NC(C)(C)Cc2c1ccc1ccccc21
  -1.8	1	-3	-27	-2	-3	-0.5	4	-2.1
- Cc1ccc(C2CC(C(F)(F)F)n3nc(C(=O)NCCN4CCOCC4)cc3N2)cc1 (stereo not given)
  -0.7	-6	5	-1	-4	-4	0.1	1	-4.3
- COc1cc(CNc2nc3ccccc3n2C)cc(OC)c1OC
  0.0	-12	3	-13	0	-1	1.6	2	0.9
- COc1ccc(OCc2nnc3n2N=C(c2ccc(C)cc2)CS3)cc1
  1.4	-8	8&12	-13&-61	-3	0	0.3	2	-0.2
- Cc1noc(-c2ccccc2)c1NC(=O)Nc1ccc(Cl)cc1
  -1.1	1	15	-31	-2	2	0.5	0	1.9
- O=S(=O)(c1ccc(Cl)cc1)N1CCN(C(=S)Nc2ccc(F)c(Cl)c2)CC1
  -0.1	-4	4	-5	5	3	17	2	3.7
- CCN(CC)CCCNC(=O)c1[nH]c(C)c(C(=O)NC2CCCCC2)c1C
  0.4	10	2	-16	2	1	1.1	-1	0.7
- COc1ccc(N(CC(=O)N2CCc3ccccc3C2)S(=O)(=O)c2c(C)nn(C)c2C)cc1
  -0.4	-3	6	-3	-1	2	-0.2	0	0.2
- COc1ccc(C(=O)CSc2nnc(CN3CCCCC3)n2-c2ccc(F)cc2)cc1OC
  -1.2	-7	7	16	-6	-7	-0.5	1	1.3
- O=C(Nc1ccon1)c1cccc(C(F)(F)F)c1
  0.9	0	3	21	1	1	0.7	-12	2.4
- Cc1cc(NC(=O)CSc2nnc(-c3ccccc3)c(-c3ccccc3)n2)no1
  -0.1	-3	8	19	0	-1	-0.4	16	-8.6
- CCOC(=O)c1c(C)c(C(=O)O)n(C)c1C
  0.6	-9	6	27	-1	5	-0.2	2	0.4
- O=S(=O)(c1cc(Cl)ccc1Cl)N1CCNCC1
  -0.3	-2	7	13	2	4	0.1	0	0.3
- O=C(O)Cc1csc(-c2ccccc2)n1
  2.5	8	9	39	-2	0	0.3	-2	0.8
- CCCCNC(=S)N(C)/N=C/c1ccc(F)cc1
  1.7	-1	4	36	-6	-14	1.0	5	1.3
- O=C(Nc1ccc(C(=O)NC2CCCCC2)cc1)c1cccnc1
  0.1	-4	8	-3	-1	-7	0.8	6	-0.9
- COc1ccc(-c2cc(C3CCN(c4cc(Cl)nc(N)n4)CC3)[nH]n2)cc1
  -0.3	-5	5	-51	-4	-7	1.0	0	-4.9
- N#Cc1cnn2c1nc(N1CCCCC1)c1ccccc12
  1.7	-1	13	25	-1	-7	16	2	-18
- Nc1ncnc(NCc2ccc(F)cc2)c1[N+](=O)[O-]
  0.9	-8	8	-21	-3	0	-0.4	18	-0.3
- O=C(Nc1ccc(O)cc1C(=O)O)c1cccc(Br)c1
  0.7	-2	10	1	-1	-1	1.4	2	1.8
- CC(C)CSc1nnc2[nH]c(=O)cc(N)n12
  -0.1	-6	11	22	2	1	-0.2	-5	0.0
- Cc1noc(C)c1S(=O)(=O)Nc1ccc(C(=O)N2CCN(c3ccc(Cl)cc3)CC2)cc1
  0.2	4	·	-4	1	2	0.1	1	-1.7
- COc1ccc(N2CC(C(=O)Nc3cc(C)ccn3)CC2=O)cc1 (stereo not given)
  0.6	-6	6	-2	0	1	0.1	6	7.0
- O=C(O)c1ccc(N/N=C/c2cn(-c3ccccc3)nc2-c2cccs2)cc1
  0.5	1	5	39	3	0	1.5	36	1.1
- CCCNCc1cc(OC)c(OCc2ccccc2)cc1Br
  0.4	-1	9	-13	0	-15	0.8	14	2.0
- Cc1nnn(C23C[C@@H]4C[C@@H](CC(C(=O)N5CCN(c6ccccc6)CC5)(C4)C2)C3)n1
  1.1	1	5	7	0	-2	0.2	-5	-2.8
- Cc1nn(-c2ccccc2)c2sc(C(=O)O)cc12
  -0.5	-8	6	-10	1	-2	2.3	-6	0.0
- CCCCCCOc1ccc(N2C(=O)CC(NCCc3ccc(S(N)(=O)=O)cc3)C2=O)cc1 (stereo not given)
  1.2	9	3	-42	-11	-40	0.5	1	1.1
- COC(=O)CCC(=O)OC1(C)C(=O)C=C2C=C(C3CC3)N(Cc3ccc(OC)cc3)C=C2C1=O (stereo not given)
  ·	·	18	6	17	21	-0.7	16	0.7
- CCN(CC)S(=O)(=O)c1ccc(NS(=O)(=O)c2ccc(O)c([N+](=O)[O-])c2)cc1
  0.7	-10	5	29	2	4	0.8	0	1.7
- CCc1ccc2oc(C(=O)NCc3ccc(S(N)(=O)=O)cc3)c(C)c2c1
  -0.5	-14	9	-48	1	3	0.4	21	0.3
- COc1ccc(Cl)cc1NC(=O)CSc1nc(C)cc(C)n1
  -1.3	1	6	26	·	·	6.3	18	4.1
- CNCCCOc1ccc(C(C)(C)c2ccccc2)cc1
  -1.4	-4	·	14	-1	-3	1.0	1	-1.8
- Cn1cnc([N+](=O)[O-])c1SCC(O)CN1CCCCC1 (stereo not given)
  1.2	1	15&7	-12&16	-1	-1	1.2	4	0.2
- COc1ccc(C2C(C#N)=C(SC)NC3=C2C(=O)CC(C)(C)C3)cc1 (stereo not given)
  0.0	-6	·	8	0	2	4.3	-1	2.1
- CCOC(=O)C1(Cc2ccc(OC)cc2)CCN(C(=O)C2CCCO2)CC1 (stereo not given)
  0.4	3	6	8	0	-2	-0.5	7	0.8

Screening data (PubChem)
